PriA SSB inh: K. pneumoniae PriA-SSBct interaction inhibition; AlphaScreen SSBct-PriA binding, biotinylated peptide; 430,000 compounds, 0.6% hits; inhibition, % at 33 µM; in the data active = inhibition mostly above about 37%, no sharp cut-off; inactive = mostly below about 20%;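 also: plate controls were negative control peptide for no effect and reference peptide for full effect; strong numbers were not always called active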
Vc quorum ag: inducers of Vibrio cholerae quorum light production without autoinducers; V. cholerae BH1578 lux reporter, luminescence, 6 h; activation, % at 18.7 µM; 350,000 compounds, 0.16% hits; in the data active = activation mostly above about 9.7%, no sharp cut-off; also: not every result past the cut was called active; inactives centre near 0; reference of the scale not given here
FBA Mtb inh: inhibitors of M. tuberculosis fructose-bisphosphate aldolase; 360,000 compounds, 2.3% hits; inhibition, % at 1 µM; AID 588726; P9WQA3; purified M. tuberculosis FBA, fluorescence read-out; in the data active = inhibition above about 27%;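 also: 0% = vehicle and 100% = reference inhibitor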
Target sequence (P9WQA3 whole entry, looked up): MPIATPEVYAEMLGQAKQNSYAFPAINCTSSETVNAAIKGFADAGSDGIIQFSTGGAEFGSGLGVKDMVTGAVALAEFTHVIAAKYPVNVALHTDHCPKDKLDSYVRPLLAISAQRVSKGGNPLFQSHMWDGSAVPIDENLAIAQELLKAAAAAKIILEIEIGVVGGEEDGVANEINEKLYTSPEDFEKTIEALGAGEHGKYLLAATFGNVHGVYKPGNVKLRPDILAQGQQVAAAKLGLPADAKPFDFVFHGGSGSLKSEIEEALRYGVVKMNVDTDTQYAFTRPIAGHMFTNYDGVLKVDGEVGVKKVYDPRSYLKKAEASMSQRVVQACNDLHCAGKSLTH
SARS 3CLpro inh: SARS-CoV 3CLpro protease inhibition | 290,000 compounds, 0.14% hits | recombinant SARS-CoV 3CLpro, quenched FRET peptide cleavage | P0C6X7 | inhibition, % at 6 µM; in the data active = inhibition above about 12%
MazEF act: MazEF (E. coli) toxin RNase activation; 350,000 compounds, 0.32% hits; P0AE70; FAM/BHQ RNA-DNA oligo cleavage fluorescence, 5 h; activation, % at 20 µM; in the data active = activation above about 50%
Target sequence (P0AE70 whole entry, looked up): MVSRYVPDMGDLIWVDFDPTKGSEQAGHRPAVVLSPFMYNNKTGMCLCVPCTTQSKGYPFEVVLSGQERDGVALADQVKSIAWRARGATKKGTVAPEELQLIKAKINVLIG
VHR inh abs: blocks human VHR1 dual specificity phosphatase; recombinant VHR phosphatase, pNPP absorbance; inhibition, % at 13.3 µM; 290,000 compounds, 0.52% hits; in the data active = inhibition above about 50%; also: some compounds called inactive have numbers as strong as hits
Target sequence (P51452 whole entry, looked up): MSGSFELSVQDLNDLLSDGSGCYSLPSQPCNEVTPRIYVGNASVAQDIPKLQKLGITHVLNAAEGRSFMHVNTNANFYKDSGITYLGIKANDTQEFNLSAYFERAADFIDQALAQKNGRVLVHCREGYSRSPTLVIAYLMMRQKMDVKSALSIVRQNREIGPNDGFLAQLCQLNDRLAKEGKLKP
Mtb UGM inh: inhibitors of M. tuberculosis UDP-galactopyranose mutase. P9WIQ1. 320,000 compounds, 0.06% hits. inhibition, % at 10 µM. purified UGM, fluorescence polarization probe displacement; in the data active = inhibition above about 10%, passing the limit was not always enough
BioA inh: blocks M. tuberculosis BioA enzyme activity | inhibition, % at 9.99 µM | AID 602481 | 360,000 compounds, 0.096% hits | purified M. tuberculosis BioA enzyme, plate reader; in the data active = inhibition above about 40%
GDH-TPI inh: inhibits GDH-TPI coupling enzymes, artifact for Mtb FBA screen; GDH-TPI coupled enzyme counterscreen, NADH absorbance; inhibition, % at 4.8 µM; 360,000 compounds, 1.2% hits; in the data active = inhibition above about 30%;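 also: 0% = DMSO wells and 100% = wells lacking the enzyme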
Rv3671c protease: inhibitors of M. tuberculosis serine protease Rv3671c. 320,000 compounds, 0.048% hits. P9WHR9. inhibition, % at 5.96 µM; in the data active = inhibition above about 38%;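 also: extracellular domain of Rv3671c used as enzyme; 0% = enzyme with DMSO and 100% = no enzyme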
Target sequence (P9WHR9 whole entry, looked up, the tested form may be a part): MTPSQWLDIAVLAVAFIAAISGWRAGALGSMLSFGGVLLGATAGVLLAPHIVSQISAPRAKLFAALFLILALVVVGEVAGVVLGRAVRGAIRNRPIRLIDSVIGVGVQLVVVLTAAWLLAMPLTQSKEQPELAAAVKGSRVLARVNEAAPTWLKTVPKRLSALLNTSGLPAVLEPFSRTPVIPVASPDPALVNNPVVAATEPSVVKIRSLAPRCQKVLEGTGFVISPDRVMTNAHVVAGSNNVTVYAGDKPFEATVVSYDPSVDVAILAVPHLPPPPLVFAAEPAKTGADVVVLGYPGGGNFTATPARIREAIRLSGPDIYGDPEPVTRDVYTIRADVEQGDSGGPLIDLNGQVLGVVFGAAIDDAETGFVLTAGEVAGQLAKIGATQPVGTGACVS
The depositor's hits bear a star; i = inactive; . = not tested or not shown; & = joins results of further samples. Only part of the results is shown (hit frequency here may not be typical).

Preview (four entries):
1: COc1ccccc1-c1sc2ccccc2c1-c1ccc(Br)nc1
2: COc1cccc(NC(=O)CN2C(=O)C(c3ccc(C)cc3)=NC23CCCCCC3)c1
3: Cc1cc(C)n(CCN(C)c2nc3nonc3nc2NC2CC2)n1
4: OC(COc1ccc(Cl)c2ccccc12)CN1CCN(c2ccccn2)CC1 (centres undefined)

Assay by compound,1,2,3,4
PriA SSB inh,-8,-4,-13,17
Vc quorum ag,-4.5,i,-0.8,7.1
FBA Mtb inh,2,0,-6,2
SARS 3CLpro inh,.,0,3,2
MazEF act,-4,-2,3,-13
VHR inh abs,.,16,-1,-4
Mtb UGM inh,1.2,1.5,-0.5,1.1
BioA inh,-3.0,0.6,.,0.2
GDH-TPI inh,14,1,20,5
Rv3671c protease,-6,0,-1,6

The listing, from the first entry:
1: COc1ccccc1-c1sc2ccccc2c1-c1ccc(Br)nc1
2: COc1cccc(NC(=O)CN2C(=O)C(c3ccc(C)cc3)=NC23CCCCCC3)c1
3: Cc1cc(C)n(CCN(C)c2nc3nonc3nc2NC2CC2)n1
4: OC(COc1ccc(Cl)c2ccccc12)CN1CCN(c2ccccn2)CC1 (centres undefined)
5: CCN(CC)c1ccc(NC(=O)c2cnc3ccccn3c2=O)c(C)c1
6: O=C(c1cccs1)N1CCC2(O)CCCCC2C1c1ccc(F)cc1 (centres undefined)
7: Cc1ccc(NC(=O)Nc2ccccc2C(N)=O)cc1
8: CC1CCCN(C(=O)COC(=O)Cc2c[nH]c3ccccc23)C1 (centres undefined)
9: COCCN(CCOC)S(=O)(=O)c1ccc(C(=O)Nc2nc(-c3ccncc3)cs2)cc1
10: O=S(=O)(NC1=NCCC1)c1cccc(NC(=S)Nc2ccc(OC(F)F)cc2)c1

Assay by compound,1,2,3,4,5,6,7,8,9,10
PriA SSB inh,-8,-4,-13,17,21,-4,-6,-2,2,-8
Vc quorum ag,-4.5,i,-0.8,7.1,-0.3,-0.1,-0.6,i,-3.6,-1.6
FBA Mtb inh,2,0,-6,2,3,-1,5,3,0,-2
SARS 3CLpro inh,.,0,3,2,0,0,-1,.,-3,.
MazEF act,-4,-2,3,-13,10,3,9,-5,6,-2
VHR inh abs,.,16,-1,-4,0,-6,27,.,21,.
Mtb UGM inh,1.2,1.5,-0.5,1.1,-3.0,2.0,-2.4,1.4,-0.1,2.2
BioA inh,-3.0,0.6,.,0.2,.,.,-2.8,-0.5,-0.8,0.1
GDH-TPI inh,14,1,20,5,17,1,-4,2,26,9
Rv3671c protease,-6,0,-1,6,3,-3,6,1,3,0

The list goes on; it opens with the 2 that closed the last part.
9: COCCN(CCOC)S(=O)(=O)c1ccc(C(=O)Nc2nc(-c3ccncc3)cs2)cc1
10: O=S(=O)(NC1=NCCC1)c1cccc(NC(=S)Nc2ccc(OC(F)F)cc2)c1
11: CCN(Cc1ccccc1)C1CCN(Cc2ccccc2)CC1
12: Cc1c(NC(=O)OCCSc2nc(N(C)C)nc(N(C)C)n2)sc(=S)n1C
13: COC(=O)C1CCN(C(=O)CSc2nnc(-c3ccncc3)o2)CC1
14: CC(C)c1ccccc1NC(=O)CNCCOc1ccccc1F
15: CCOc1cccc(OCCOCCN2CCCC2)c1
16: CCOC(=O)c1c(NC(=O)c2ccoc2C)sc(C)c1C
17: CCCC(C)NC(=O)CN1C(=O)c2cccc3cccc1c23 (centres undefined)
18: Cn1c(=O)c2[nH]c(CCCCCCCCc3nc4ccccc4[nH]3)nc2n(C)c1=O
19: N#Cc1nc(-c2ccc(OCc3ccccc3)cc2)oc1NCCCn1ccnc1
20: COc1cc(OC)nc(NC(=S)NC(=O)c2ccccc2)n1

Assay by compound,9,10,11,12,13,14,15,16,17,18,19,20
PriA SSB inh,2,-8,-12,21,-13,3,-27,8,-14,-7,10,-3
Vc quorum ag,-3.6,-1.6,i,i,i,i,i,i,i,i,i,-0.3
FBA Mtb inh,0,-2,1,4,3,2,0,3,1,6,7,2
SARS 3CLpro inh,-3,.,-4,1,-1,-1,0,-2,-10,.,0,0
MazEF act,6,-2,10,-7,10,-5,5,11,2,4,47,-2
VHR inh abs,21,.,25,11,20,18,6,-25,-8,.,14,-5
Mtb UGM inh,-0.1,2.2,0.4,1.2,0.3,-2.5,-1.9,0.2,-1.7,.,-0.7,1.3
BioA inh,-0.8,0.1,-1.7,1.4,5.7,-0.6,-4.3,-0.4,0.0,.,-1.9,-1.4
GDH-TPI inh,26,9,11,15,8,-4,-3,4,-1,4,0,5
Rv3671c protease,3,0,-1,-2,3,1,4,-5,-5,.,6,-13

21: O=C1CSC(=S)N1N=Cc1ccc(Cl)s1
22: NC(=O)c1ccccc1NC(=S)NC(=O)c1ccc(Br)o1
23: Cc1ccc(S(=O)(=O)Nc2ccc(C(=O)NC3CC3)cc2)cc1
24: Clc1ccc(CSc2nc3ccncc3[nH]2)cc1
25: Cc1ccc(C(=O)N/N=C\c2ccc(-c3ccc(Cl)cc3)o2)cn1
26: CCOC(=O)C1=CN(Cc2cccc(F)c2)S(=O)(=O)N(CC)C1c1ccc(C(F)(F)F)cc1 (centres undefined)
27: COCCOc1cc2ncnc(N3CCC(C(=O)O)CC3)c2cc1OCCOC
28: NCCCC[C@H]1CNC(=S)N1CCCCC1CCCCC1
29: C=CCNC(=O)c1cnn(-c2ccccc2)c1-c1ccccc1
30: O=C(O)c1ccc(-c2ccc(/C=C3\NC(=O)N(Cc4ccc(Cl)cc4)C3=O)o2)cc1Cl

Assay by compound,21,22,23,24,25,26,27,28,29,30
PriA SSB inh,7,-4&-1,-2,1,.,-7,-6,1,9,-8
Vc quorum ag,1.2,-0.6,-2.3,-0.1,i,-1.1,i,-0.9,2.2,-0.2
FBA Mtb inh,-2,9,-2,-3,2,-1,-2,0,1,6
SARS 3CLpro inh,.,-3,-1,2,-1,.,7,2,-4,-2
MazEF act,0,2,0,18,21,1,-2,18,0,10
VHR inh abs,.,2,14,-18,20,.,-7,7,-2,31
Mtb UGM inh,.,3.8,0.3,-1.4,4.0,.,-0.1,-0.5,0.5,.
BioA inh,.,-0.8,0.8,0.7,.,-0.7,.,0.2,-1.1,2.3
GDH-TPI inh,20,11,3,12,31*,9,7,13,-7,21
Rv3671c protease,.,-9,5,3,4,.,-3,4,-6,.

Looked up above.
Reading for Cn1c(=O)c2[nH]c(CCCCCCCCc3nc4ccccc4[nH]3)nc2n(C)c1=O under FBA Mtb inh: 6
Reading for O=S(=O)(NC1=NCCC1)c1cccc(NC(=S)Nc2ccc(OC(F)F)cc2)c1 under Mtb UGM inh: 2.2
Reading for COc1ccccc1-c1sc2ccccc2c1-c1ccc(Br)nc1 under MazEF act: -4

More entries follow:
31: CCCCOc1ccc(C2NC(=O)NC(C)=C2C(C)=O)cc1OCC (centres undefined)
32: CCOC(=O)[C@H]1[C@H]2COc3ccc(Cl)cc3[C@@H]2N2C(=O)c3cc(Br)ccc3NC(=O)[C@@]12C
33: CC(Oc1ccc(Cl)cc1)C(=O)N/N=C/c1ccsc1 (centres undefined)
34: CC(=O)Oc1ccc(/C=N/NC(=O)c2ccc(N(C)S(=O)(=O)c3ccccc3)cc2)cc1
35: Cc1cccnc1NC(=O)CCCc1c[nH]c2ccccc12
36: NC(=O)CC(NC(=O)c1cccc(Br)c1)c1ccc(NC2CCCCCCCCCCC2)c([N+](=O)[O-])c1 (centres undefined)
37: CCOC(=O)N1CCN(C(=O)c2ccc(Cn3c(=S)[nH]c4ccc(Br)cc4c3=O)cc2)CC1
38: O=C(NCc1ccc2c(c1)OCO2)c1ccc2c(c1)S(=O)(=O)c1ccccc1C2=O
39: O=C(Nc1cccc(F)c1)Nc1nnc([C@@H]2C[C@H](O)[C@@H](CO)O2)s1
40: Cc1cccc(-n2cc(CNCCN3CCOC3=O)c(-c3cccc(F)c3)n2)c1

Assay by compound,31,32,33,34,35,36,37,38,39,40
PriA SSB inh,-12,-3,.,.,1,-15,-18,11,.,-6
Vc quorum ag,i,0.7,-0.4,-0.3,0.4,i,-6.2,0.8,-0.3,0.6
FBA Mtb inh,3,1,-1,3,7,4,2,2,-2,-3
SARS 3CLpro inh,4,.,-3,-3,-4,7,4,.,.,-1
MazEF act,1,10,-4,-5,-3,2,3,4,.,14
VHR inh abs,13,.,-1,18,-23,17,-18,.,.,22
Mtb UGM inh,0.7,-3.2,-1.2,-0.5,2.9,-3.2,-0.4,1.0,.,1.6
BioA inh,.,0.1,.,.,-2.8,-0.2,-1.4,0.6,1.0,2.4
GDH-TPI inh,-1,-5,6,10,-1,4,14,15,6,-8
Rv3671c protease,1,-52,4,-24,-1,5,-4,0,.,3

41: CCS(=O)(=O)n1nc(-c2ccccc2)cc1N
42: CCCC(=O)Nc1ccc2c(c1)nc(CCN1CCC(C)CC1)n2C
43: Cc1ccc(C)c(CN2C(=O)C3(OCCCO3)c3ccccc32)c1
44: Cc1cc(=O)n2c3ccccc3n(CC(O)CN3CCC(C)CC3)c2c1C#N (centres undefined)
45: COc1cccc(-c2nc(N3CCN(c4ccccc4)CC3)c3ccccc3n2)c1O
46: O=C(OCc1nnn(Cc2ccccc2)c1-c1c(COC(=O)c2ccccc2)nnn1Cc1ccccc1)c1ccccc1
47: CC(=O)NC1C(OCc2cccc(Br)c2)OC(COC(C)=O)C(OC(C)=O)C1OC(C)=O (centres undefined)
48: COc1ccc2nc3n(c(=O)c2c1)-c1cc2ccccc2cc1C(=O)NC3Cc1ccc(O)cc1 (centres undefined)
49: Cc1cc(C)c(NS(=O)(=O)c2c(C)noc2C)c(C)c1
50: COc1ccc(OC)c(NC(=O)CCN2C(=O)c3cccc([N+](=O)[O-])c3C2=O)c1

Assay by compound,41,42,43,44,45,46,47,48,49,50
PriA SSB inh,0,.,-39,3,-6,-7,-12,.,0,-13
Vc quorum ag,-0.1,i,-0.3,-0.1,.,i,i,-2.1,i,-0.3
FBA Mtb inh,-1,8,-2,3,0,-2,-3,-1,1,0
SARS 3CLpro inh,4,.,0,1,0,.,2,.,1,8
MazEF act,4,3,1,10,1,-3,0,-19,0,8
VHR inh abs,25,.,-2,6,4,26,7,.,7,-28
Mtb UGM inh,0.9,.,1.2,.,-0.5,-0.1,-0.1,.,1.9,2.1
BioA inh,1.6,0.2,-0.6,.,0.1,-1.6,-1.1,1.2,0.7,0.1
GDH-TPI inh,5,1,-2,4,12,9,-2,5,9,-1
Rv3671c protease,1,.,-4,.,0,-4,5,.,1,-10

51: COc1ccc(S(=O)(=O)N2CCOC2CNC(=O)C(=O)NCCN2CCOCC2)cc1OC (centres undefined)
52: Cc1ccc(S(=O)(=O)N2CC3(O)CN(C(=O)OC(C)C)N(C(=O)OC(C)C)CC3(OC(=O)NC3CCCC3)C2)cc1 (centres undefined)
53: O=C(/C=C/c1ccco1)NCC1OCCc2ccccc21 (centres undefined)
54: CC(C)CCOc1ccc(C2=NNC(=O)CC2)cc1
55: N[C@@H](C(=O)N[C@@H]1C(=O)N2C(C(=O)O)=C(Cl)CS[C@H]12)c1ccccc1
56: COc1ccc(NC(=O)CN(C)CC(=O)Nc2ccc(C)c(S(=O)(=O)N3CCCCC3)c2)cc1
57: O=C(CSc1cc(Cl)ccc1Cl)Nc1ccc(N2CCOCC2)cc1
58: CC12CC3(C)CC(C)(C1)CC(NC(=O)N1CCCC1)(C2)C3
59: O=C(O)c1ccc(O)c(N2C(=O)Nc3ccccc3N2O)c1
60: O=[N+]([O-])c1ccc(C2CC(c3ccccc3)=Nc3ccccc3S2)cc1 (centres undefined)

Assay by compound,51,52,53,54,55,56,57,58,59,60
PriA SSB inh,-12,.,-9,8,-7,8,11,-15,3,-8
Vc quorum ag,i,-0.4,0.1,-1.1,0.3,-2.0,i,i,3.4,i
FBA Mtb inh,2,2,-3,0,4,0,2,0,4,5
SARS 3CLpro inh,-2,.,3,1,-2,.,.,1,-3,1
MazEF act,-1,6,1,-5,-10,1,7,4,-8,9
VHR inh abs,22,.,21,26,1,.,.,11,2,20
Mtb UGM inh,-2.5,.,-0.3,1.4,-0.5,3.3,0.0,0.4,0.4,-0.4
BioA inh,0.1,0.7,1.1,.,-0.3,-0.2,0.2,0.7,.,-0.4
GDH-TPI inh,-1,1,16,9,-4,1,6,7,0,16
Rv3671c protease,-1,.,-5,4,0,-19,-5,6,-1,-8
